BAZ2B block: blocks human BAZ2B | AlphaScreen BAZ2B-H3K14Ac peptide displacement | Potency, µM (top dose mostly 114 µM), inactives show at the highest dose activity change, negative = inhibition, most hits filed as inhibitors | hit rate 4.4% among 360,000 | AID 504333; note: potency is the fitted concentration of half-maximal effect; % is set by controls: 0 for no effect and ±100 for the full control effect; nearly all actives have a fitted effect of over 60% in size
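In this displacement format the biotinylated H3(5-23) peptide acetylated at Lys14 serves as ligand at 50 nM, with BAZ2B at 50 nM in PBS pH 7.4 containing 0.01% Tween-20. Donor and acceptor beads are 10 ug/mL final.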
GLS inhibitor: glutaminase GLS (human) inhibition | O94925 | GLS enzymatic activity, qHTS titration | Potency, µM (top dose mostly 45.5 µM), for the others: at the highest dose activity change, negative = inhibition, most hits filed as inhibitors | hit rate 0.21% among 410,000 | AID 624170; note: potency is the fitted concentration of half-maximal effect; % is set by controls: 0 for no effect and ±100 for the full control effect
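Glutamate formation by hKGA was monitored fluorometrically using coupled glutamate oxidase, HRP and Amplex Red. Substrate was added as 1 mM L-glutamine solution; incubation was 30 min at RT after an initial read.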
Pol eta inh: blocks human DNA polymerase eta activity; Q9Y253; recombinant Pol eta, fluorescent DNA replication assay; Potency, µM (titrated, usually from 114 µM), without a hit: top-dose activity change, negative = inhibition, most hits filed as inhibitors; hit rate 1.2% among 390,000; AID 588591; note: potency is the fitted concentration of half-maximal effect; % is set by controls: 0 for no effect and ±100 for the full control effect
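Pol eta (10 nM) was preincubated with compounds for 15 min at room temperature, after which fluorescent replication substrate (50 nM final) was added to start the reaction. Fluorescence was read kinetically at 0 and 10 min.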
HP1b chromo inh: blocks HP1-beta chromodomain binding to methylated histone tails; AID 540317; AlphaScreen HP1-beta / biotin-H3K9me3 peptide binding; hit rate 0.56% among 390,000; Potency, µM (highest dose often 114 µM), for inactives: top-dose activity change, negative = inhibition, most hits filed as inhibitors; P83916; note: potency is the fitted concentration of half-maximal effect; nearly all actives have a fitted effect of over 70% in size; inactives centre near 23
Target sequence (P83916 whole entry, looked up): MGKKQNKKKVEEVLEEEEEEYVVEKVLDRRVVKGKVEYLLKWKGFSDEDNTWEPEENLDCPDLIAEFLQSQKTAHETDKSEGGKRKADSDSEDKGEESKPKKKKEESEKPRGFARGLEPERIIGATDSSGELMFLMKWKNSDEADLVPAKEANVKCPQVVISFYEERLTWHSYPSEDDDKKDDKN
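AlphaScreen: HP1-beta (50 nM) preformed 30 min with biotin-H3(1-18)K9me3 peptide (50 nM) in PBS pH 7.4, 0.01% Tween-20. Compound added for 30 min at RT, then streptavidin donor/nickel chelate acceptor beads (10 ug/mL) for 30 min.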
PI4K2A block: inhibitors of human PI4K2A; Q9BTU6; activity change, negative = inhibition, % at 76.9 µM; hit rate 0.13% among 420,000; purified PI4K2A, ADP-Glo luminescence, 1 h; active compounds read low; in the data active = activity change below about -50%; inconclusive = mostly about -30% to -49%;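 note: -100% = wells without enzyme as full effect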
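ADP-Glo luminescence measured ADP generated by PI4K2A enzyme (4 ug/mL before mixing) with 1.2 mM PI substrate (pre-mix) and 300 microM ATP (pre-mix). Tris pH7.5 buffer with MgCl2, Triton X-100; 1 h reaction at ambient temperature.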
JMJD2A Tudor inh: blocks the human JMJD2A Tudor domain. Potency, µM (titrated, usually from 114 µM), for inactives: top-dose activity change, negative = inhibition, most hits filed as inhibitors. O75164. AlphaScreen JMJD2A-Tudor / H3K4me3 peptide binding. hit rate 4.4% among 390,000. AID 504339; note: potency is the fitted concentration of half-maximal effect; % is set by controls: 0 for no effect and ±100 for the full control effect; nearly all actives have a fitted effect of over 50% in size
Tb PGK inh: inhibitors of T. brucei phosphoglycerate kinase. PGK/GAPDH coupled, Kinase-Glo luminescence, 60 min. Potency, µM (highest dose often 57.5 µM), inactives show at the top dose activity change, negative = inhibition, actives largely listed as inhibitors. P07378. hit rate 0.043% among 380,000; note: potency is the fitted concentration of half-maximal effect; % is set by controls: 0 for no effect and ±100 for the full control effect; nearly all actives have a fitted effect of over 60% in size
Target sequence (P07378 whole entry, looked up): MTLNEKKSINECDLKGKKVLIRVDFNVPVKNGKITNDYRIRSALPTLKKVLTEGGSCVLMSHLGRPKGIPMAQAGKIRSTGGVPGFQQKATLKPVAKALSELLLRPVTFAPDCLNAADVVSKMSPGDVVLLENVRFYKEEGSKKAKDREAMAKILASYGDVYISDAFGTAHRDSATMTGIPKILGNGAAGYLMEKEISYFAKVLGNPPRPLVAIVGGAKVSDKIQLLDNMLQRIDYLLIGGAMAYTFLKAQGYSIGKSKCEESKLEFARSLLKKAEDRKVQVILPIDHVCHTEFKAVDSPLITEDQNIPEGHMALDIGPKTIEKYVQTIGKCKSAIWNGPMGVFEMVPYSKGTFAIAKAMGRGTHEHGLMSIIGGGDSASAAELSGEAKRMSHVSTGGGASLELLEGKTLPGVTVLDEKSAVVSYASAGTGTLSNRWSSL
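Luminescent ATP detection (Kinase-Glo Plus) follows a 60-minute room-temperature incubation, with wells lacking PGK as controls. Buffer: 100 mM TEA (pH 7.6), 5 mM MgCl2, 0.01% Tween-20. Coupling enzyme GAPDH (100 nM final) supplies unstable 1,3-BPG in-well.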
Pin1 inh: inhibitors of human Pin1; Q13526; Pin1 FP peptide displacement, HiFluor488, 10 min; Potency, µM (titrated, usually from 115 µM), inactives show top-dose activity, negative = inhibition, hits mostly inhibitors; hit rate 0.009% among 390,000; AID 504891; active = well fitted inhibition curve with a large enough effect in the polarisation, with a control signal flat, not every such curve was filed as active; inconclusive = small, poorly fitted or top-dose-only effect, or effect the other way, or a change in a side signal; inactive = no such curve, though single readings can be large or run the other way; the % refers to the polarisation; note: potency is the fitted concentration of half-maximal effect; % is set by controls: 0 for no effect and ±100 for the full control effect
Target sequence (Q13526 whole entry, looked up): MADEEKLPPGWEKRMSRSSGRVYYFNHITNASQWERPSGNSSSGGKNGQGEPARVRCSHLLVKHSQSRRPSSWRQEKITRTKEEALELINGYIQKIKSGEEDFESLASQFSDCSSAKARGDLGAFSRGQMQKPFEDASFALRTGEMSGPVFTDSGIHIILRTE
G9a block: inhibitors of human histone lysine methyltransferase G9a; hit rate 8.8% among 350,000; Potency, µM (top dose mostly 102 µM), for inactives: at the top dose activity, negative = inhibition, usual class: inhibitors; G9a H3K9 monomethylation, AlphaScreen, 2 h; Q96KQ7; note: potency is the fitted concentration of half-maximal effect; % is set by controls: 0 for no effect and ±100 for the full control effect; nearly all actives have a fitted effect of over 75% in size
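Methyltransferase reactions run at room temperature for 2 h (20 nM enzyme, 500 nM biotin-H3K9 peptide, 20 uM SAM) after a 15 min compound preincubation; product detected by AlphaScreen beads and anti-H3K9me1 antibody.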
The depositor's hits bear a star; i = inactive; ? = inconclusive; . = not tested or not shown; & = joins results of further samples; [ ] = dose if it differs, or a comment. Unless noted, calls come from the whole dose curve; as a rule, active = well fitted curve in the direction sought with a large enough effect; inconclusive = small, poorly fitted or top-dose-only effect, or another doubt; inactive = no such curve, though single readings can be large; an effect the other way counts as inactive or inconclusive.

SMILES	BAZ2B block	GLS inhibitor	Pol eta inh	HP1b chromo inh	PI4K2A block	JMJD2A Tudor inh	Tb PGK inh	Pin1 inh	G9a block
Cc1ccc(NC(=O)c2cn(-c3ccccc3)nc2-c2ccccc2)cc1	-18%	2%	-18%	15%	5	0%	9%	3%	-2%[59 µM]
Cc1cc(Cl)nc(Cl)c1C(=O)NCc1ccc(Cl)cc1	11%	0%	-8%	81%[activator]	-6	6%	-7%	2%	9%[2.33 µM]
Cc1ccccc1CS(=O)(=O)c1snnc1C	2%	-12%	0%	23%	4	1%	2%	-6%	-4%[59 µM]
COc1ccc(-c2ccc3c(c2)c(C#Cc2ccsc2)c(-c2cc(OC)cc(OC)c2)n3C)cc1	.	3%	-2%	22%	-3	-8%	4%	?	.
COc1ccc(Cl)cc1C(=O)NNC(=O)c1cc2ccccc2o1	.	2%	?	43%[activator]	0	-3%	1%	4%	.
COc1cc(NC(=O)c2ccc3c(=O)n(Cc4ccco4)c(=S)[nH]c3c2)cc(OC)c1OC	-9%	3%	-12%	11%	-10	-17%	i	61%[activator]	?
O=C(CCc1ccccc1)NC1CC(=O)N(c2cccc(F)c2)C1 (stereo not drawn)	-3%	6%	-21%	33%	3	4%	-6%	-3%	7%[59 µM]
Cc1cc(C)c(C#N)c(OCC(=O)c2ccccc2)n1	-14%	-9%	-9%	57%[activator]	2	30%	5%	-7%	18%[59 µM]
Cc1ccc(-n2nc3ccc(NC(=O)/C=C/c4ccco4)cc3n2)cc1C	?	-1%	?	-5%	-5	?	-7%	?	.
CCOc1cccc(CN2CCC(Oc3ccc(C(=O)NCc4ccccn4)cc3)CC2)c1	-19%	2%	0%	20%	-2	-6%	i	4%	9%
Cc1nn(CCC(=O)Nc2cccc(C#N)c2)c(C)c1S(=O)(=O)N1CCCCC1	-4%[57.1 µM]	0%&3%	?	66%&49%[activator]	10&2	-28%&-15%	-6%	-4%&-4%	43%
Cc1cc(C)c(S(=O)(=O)N2CCCOC2CNC(=O)C(=O)NCc2cccnc2)c(C)c1 (stereo not drawn)	-14%	-12%	-8%	6%	-3	-13%	-1%	-4%	-2%
Cc1ccc(C)c(NC(=O)CN(C)C(=O)c2cccc(-n3cccc3)c2)c1	25µM*	27%	5µM*	45µM*	-6	16µM*	?	-24%	40µM*
O=C(O)C1C2C=CC(O2)C1C(=O)NCCC1=CCCCC1 (stereo not drawn)	3%	?	50µM*	42%[activator]	-2	-32%	-16%	.	?
N#Cc1c(C(F)(F)F)cc(-c2ccccc2)nc1SCC(=O)N1CCOCC1	1%	.	1%	23%	-5	11%	-8%	0%	5%[59 µM]
COc1cc(OC)c(NC(=O)c2c3c(nn2C)-c2ccccc2SC3)cc1Cl	-16%	-8%	-16%	12%	1	-12%	-2%	28%	-10%[59 µM]
O=C(CNC(=O)c1ccccc1F)NCc1ccccn1	.	0%	-18%	52%[activator]	2	0%	9%	-1%	.
Cc1ccc(NC(=O)CCNS(=O)(=O)c2ccc3[nH]c(=O)oc3c2)cc1N(C)C	-26%	0%	-10%	30%	-3	-1%	0%	17%	15%
Cc1cccc(NC(=O)c2ccc3ccccc3n2)c1C	17%	-15%	1%	112%[activator]	0	-11%[11.4 µM]	0%	3%	-31%
Cc1ccc(NC(=O)CSc2nccn2Cc2ccco2)cc1	?	9%	-7%	-5%	1	-24%	-6%	-6%	.
O=c1cc(CO)oc(CN2CCCC2)c1O	?	80%[activator]	-9%	3%	1	89µM*	-4%	?	45µM*
CC(C)(C)NC(=O)CCN(/N=C/c1ccc([N+](=O)[O-])o1)C1=NS(=O)(=O)c2ccccc21	3%	9%	-1%	7%	4	-11%	-5%	17%	2%[59 µM]
CCCCCSc1nc2c(cnn2-c2ccc(F)cc2)c(=O)[nH]1	-12%	7%	1%	15%	-1	22µM*	-2%	-3%	22%
O=C(Nc1cccc(S(=O)(=O)NC2=NCCCCC2)c1)c1cc(-c2ccccc2Cl)nc2ccccc12	-8%	3%	-23%	7%	-2	-14%	-7%	21%	-10%[59 µM]
CC(C)Nc1nc(NC(C)C)nc(C(N)=O)n1	50µM*	15%	-6%	1%	1	-34%	7%	-15%	3%[12.7 µM]

(continued)
SMILES	BAZ2B block	GLS inhibitor	Pol eta inh	HP1b chromo inh	PI4K2A block	JMJD2A Tudor inh	Tb PGK inh	Pin1 inh	G9a block
O=C(COC(=O)c1ccc(S(=O)(=O)N2CCOCC2)cc1)Nc1ccccc1F	6%	?	-9%	42%	-10	-15%	-5%	18%	22%[12.7 µM]
C/C=C/c1ccc(OCC(=O)Nc2cc(OC)c(OC)c(OC)c2)c(OC)c1	.	-11%	-15%	1%	-4	?	-8%	-2%	1%
CCC(C)(C(=O)NC1CCCC1)N(C(=O)c1cnccn1)c1ccccc1 (stereo not drawn)	-7%	0%	-21%	51%[activator]	-1	-1%	-7%	0%	-50%
Cc1cc(NC(=O)c2cnn3c(C(F)(F)F)cc(-c4ccc(Br)cc4)nc23)no1	-31%	9%	-5%	-11%	3	-35%	0%	1%	-33%[59 µM]
Cc1cc2c3c([nH]c2cc1S(=O)(=O)N1CCC2(CC1)OCCO2)CC(C)(C)CC3=O	-17%	7%	5%	77%[activator]	-6	25%	-4%	2%	32%[59 µM]
CC1CCN(c2oc(-c3ccccc3Cl)nc2C#N)CC1	10µM*	-4%	-14%	?	-6	?	i	-3%	10µM*
COc1cc2c(cc1OC)n(CC(=O)Nc1ccccc1)c(=O)n1nc(-c3ccccc3)nc21	-6%	3%	-5%	26%	1	-14%	1%	?	-3%[59 µM]
O=C(O)CCCC(=O)Nc1ccc(Cl)c(Cl)c1	14%	-7%	-13%	18%	17	-3%	i	-1%	-2%[59 µM]
COc1ccc(CCNC(=O)CCc2ccc(S(=O)(=O)NCC(C)C)cc2)cc1	-3%	6%	-17%	11%	-2	-8%	-8%	4%	-10%
CC(=O)c1c(C)nc(-c2ccc(Cl)cc2)nc1N	79µM*	-6%	-12%	24%	-1	-17%	1%	1%	-46%
Cc1ccccc1NC(=O)NCCN1C(=O)C2C3C=CC(C3)C2C1=O (stereo not drawn)	-4%	1%	-10%	53%[activator]	3	-15%	-7%	1%	13%[59 µM]
O=C(CN1CCC(NC(=O)Cc2ccccc2)CC1)Nc1cccc2ccccc12	11%	1%	-9%	19%	1	-14%	-4%	1%	11%[59 µM]
CCC(=O)c1ccc(OCC(=O)Nc2nc(C)cs2)cc1	.	-4%	-12%	25%	-6	-14%	i	-9%	.
CCOC(=O)c1c(S(=O)(=O)NCC(=O)Nc2cccc(CC)c2)c(C)n(C)c1C	-12%	-1%	1%	15%	-1	-9%	-4%	3%	3%[59 µM]
O=C(NCc1ccco1)c1ccc2c(c1)N(Cc1ccc(F)cc1)C(=O)c1ccccc1S2=O (stereo not drawn)	?	0%	-2%	6%	-1	-21%	-18%	38%[activator]	-7%[59 µM]
O=S(=O)(c1cccc2ccccc12)N1CCN(c2ccc(Cl)c(Cl)c2)CC1	-10%	-12%	-12%	40%[activator]	3	9%	i	12%	16%[59 µM]
C[C@H](CO)N1C[C@H](C)[C@@H](CN(C)Cc2cccc(O)c2)OCc2cnnn2CCCC1=O	.	0%	-17%	.	-4	.	-3%	.	.
CC(C)Oc1ccc2c(c1)OC(c1ccccc1)(C(F)(F)F)NC2=O (stereo not drawn)	4%	-22%	-26%	47%[activator]	1	15%	-6%	-4%	21%[59 µM]
O=C(COc1cccnc1[N+](=O)[O-])Nc1cc(Cl)ccc1Cl	.	0%	-10%	-11%	-1	-17%	i	1%	.
C/C(=N\NC(=O)c1nnn(-c2nonc2N)c1CN1CCOCC1)c1ccc(CC(C)C)cc1	?	13%	-8%	33%	2	-24%	0%	?	?
CCOC(=O)Cc1nn(Cc2ccccc2)c(=O)c2ccccc12	13%	1%	-2%	15%	6	-5%	3%	1%	?
CCCSc1oc(-c2ccco2)nc1S(=O)(=O)c1ccc(Cl)cc1	4%	-9%	-5%	26%	2	2%	i	18%	-23%[59 µM]
Cc1ccc(C)c(CN2C(=O)c3ccccc3S(=O)c3ccc(C(=O)N(C)Cc4ccccc4)cc32)c1 (stereo not drawn)	-22%	-3%	-15%	18%	-2	-24%	4%	8%	-8%[59 µM]
COc1ccc(-n2c(SCC(=O)N3CCN(c4ccccc4)CC3)nc3c(c2=O)SCC3)cc1	-37%	8%	-4%	7%	-1	-27%	3%	19%	45µM*
COc1ccc(C(=O)NC(=S)NNC(=O)c2ccccc2C)cc1	.	9%	-23%	23%	-3	-17%	4%	-2%	.
Cc1c(C(=O)N(Cc2ccccc2)C2CCS(=O)(=O)C2)oc2ccccc12 (stereo not drawn)	-8%	-5%	-3%	19%	-3	-23%	i	-1%	3%
Cc1nc2nc(CSc3nnc(C)s3)cc(=O)n2[nH]1	-28%	-9%&3%	-1%&9%	35%&41%	-3&-11	-17%&-15%	-10%&-2%	0%&3%	?
COc1ccccc1NC(=S)NNC(=O)c1nn(C)cc1Cl	-18%	14%	5%	22%	14	-1%	12%	-14%	?
CCN1CCN(c2ccc(NC(=O)c3cc4ccccc4cc3OC)cc2C)CC1	-37%	2%	-25%	18%	-1	-32%	i	-10%	?
O=C(Cn1c(NCCO)nc2ccccc21)N1CCN(Cc2ccccc2)CC1	3%	4%	-10%	12%	-17	-13%	i	-4%	17%

Bioassay records deposited in PubChem BioAssay by National Center for Advancing Translational Sciences (NCATS).

The list is partial, so the mix of outcomes need not match the whole.
